High-throughput results from PubChem.
hK5 inh: blocks human kallikrein 5 protease activity. inhibition, % at 5 µM. 0.59% of 210,000 active. Q9Y337. recombinant hK5, fluorogenic AMC substrate cleavage;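 active means inhibition of 40% or more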;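 further: 0% = enzyme controls without compound and 100% = no-enzyme blanks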
Target sequence (Q9Y337 67-293 limits assumed): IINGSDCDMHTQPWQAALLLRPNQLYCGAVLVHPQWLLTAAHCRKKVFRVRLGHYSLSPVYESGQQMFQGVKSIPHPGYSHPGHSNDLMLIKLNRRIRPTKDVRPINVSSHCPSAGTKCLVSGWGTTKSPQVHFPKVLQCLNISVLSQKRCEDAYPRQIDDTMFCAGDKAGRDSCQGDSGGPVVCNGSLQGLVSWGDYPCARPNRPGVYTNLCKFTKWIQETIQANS
Mdm2 ligase inh: inhibitors of human Mdm2 E3 ubiquitin ligase; Q00987; cell-based MDM2 ubiquitination luciferase reporter, 2 h; 0 = plate control, 100 = twice control, blank-subtracted; signal enhancement, % at 5 µM; 0.11% of 210,000 active; AID 1230;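 active means signal enhancement of 30% or more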;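 further: luminescence tracks abundance of the self-degrading MDM2-luciferase fusion protein; higher signal means inhibition of MDM2 E3 ligase activity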
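System: stable MDM2–luciferase fusion reporter cells / Input: 2000 cells seeded into each well / Schedule: 4 h settle plus 2 h compound, 37 °C / Compound: single-point 5 µM / Buffer or medium: cells held in DMEM / Benchmarks: control and blank well means / Evaluation: percent signal gain over controls, blank-subtracted / Measured by: luciferase luminescence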
14-3-3 Bad inh: disrupts binding of bovine 14-3-3 zeta to phospho-Bad peptide; AID 781; P63103; TR-FRET 14-3-3zeta/Dy647-pBad peptide displacement, 1 h; inhibition, % at 21.7 µM; 0.71% of 220,000 active;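 active means inhibition above about 70%, limit read from the data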;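 further: 0% = full 14-3-3 plus peptide FRET controls and 100% = background without 14-3-3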
Target sequence (P63103 whole entry, looked up): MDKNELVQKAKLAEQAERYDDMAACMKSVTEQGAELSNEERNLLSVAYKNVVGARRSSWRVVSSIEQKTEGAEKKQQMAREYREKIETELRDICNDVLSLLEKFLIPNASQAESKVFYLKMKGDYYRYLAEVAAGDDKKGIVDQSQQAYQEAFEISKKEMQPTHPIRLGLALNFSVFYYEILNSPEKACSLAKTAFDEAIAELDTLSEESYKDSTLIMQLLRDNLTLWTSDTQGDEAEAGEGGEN
FXIIa inh: inhibitors of human coagulation factor XIIa | purified FXIIa, Boc-QGR-AMC fluorogenic substrate, 2 h | inhibition, % at 5 µM | 0.3% of 220,000 active | AID 800; in the data active means inhibition above about 40%;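 further: 0% = enzyme with no compound and 100% = blank without enzyme; many of its hits are not listed in these tables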
Target sequence (P00748 20-372 limits assumed): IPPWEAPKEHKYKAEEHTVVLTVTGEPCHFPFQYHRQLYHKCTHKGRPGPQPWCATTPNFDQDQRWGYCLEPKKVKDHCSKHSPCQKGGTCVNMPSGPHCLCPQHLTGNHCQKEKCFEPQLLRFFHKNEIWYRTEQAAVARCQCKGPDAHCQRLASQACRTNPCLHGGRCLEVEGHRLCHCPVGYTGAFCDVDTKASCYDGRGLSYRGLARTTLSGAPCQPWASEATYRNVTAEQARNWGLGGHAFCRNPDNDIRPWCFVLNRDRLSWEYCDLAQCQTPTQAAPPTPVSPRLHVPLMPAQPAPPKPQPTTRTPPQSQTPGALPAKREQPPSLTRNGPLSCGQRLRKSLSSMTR
Target sequence (P00748 373-615 limits assumed): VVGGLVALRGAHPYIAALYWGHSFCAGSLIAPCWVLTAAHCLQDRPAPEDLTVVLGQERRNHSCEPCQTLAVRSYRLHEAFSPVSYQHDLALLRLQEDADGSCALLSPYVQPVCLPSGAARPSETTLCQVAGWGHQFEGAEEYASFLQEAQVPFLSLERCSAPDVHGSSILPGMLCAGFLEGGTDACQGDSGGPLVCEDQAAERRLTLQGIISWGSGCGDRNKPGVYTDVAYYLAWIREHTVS
FXIa inh: factor XIa (human) inhibition; P03951; purified FXIa, Boc-Glu-Ala-Arg-AMC fluorogenic substrate; inhibition, % at 5 µM; 0.14% of 220,000 active; AID 798;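 active means inhibition of at least 40%; inactive means inhibition below 40%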;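 further: fluorescence of freed AMC excited at 355 nm; 0% = enzyme without compound and 100% = no enzyme blank; many of its hits are not listed in these tables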
Wee1 stabilizer: blocks degradation of human Wee1 kinase; P30291; HeLa Luc-Wee1K328M stability, luciferase luminescence; 100% = proteasome inhibitor MG132 effect; reporter increase, % at 5 µM; 1.2% of 220,000 active; AID 1321;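 active means activation above the mean of all tested compounds plus 3 SD, set per screening run, cut at about 8.8% in these data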;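 further: cells exposed to compound for 20 h before luminescence read; 0% = DMSO alone and 100% = MG132 at 30 µM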
eIF4E 4G PPI: eIF4E/eIF4G interaction inhibition in translation initiation | AID 782 | 0.37% of 220,000 active | TR-FRET eIF4E-eIF4GI(517-606) binding, 2 h | inhibition, % at 21.7 µM | P63073+Q04637;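 active means inhibition above about 30%, limit read from the data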;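 further: 0% = full FRET control wells and 100% = background wells lacking eIF4GI fragment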
p97 ATPase inh: human p97 ATPase inhibition; P55072; 0.42% of 220,000 active; recombinant p97 ATPase, Kinase-Glo ATP luminescence, 3 h; inhibition, % at 8 µM; in the data active means inhibition above about 15%;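 further: 0% = DMSO vehicle and 100% = wells lacking enzyme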
Rad51 HR inh: blocks human Rad51 in homologous recombination; Q06609; hRad51 DNA strand exchange, fluorescence dequenching; inhibition, % at 10 µM; 0.085% of 200,000 active;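 active means inhibition above 40% at the single screening dose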;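 further: 0% = DMSO control wells and 100% = blanks with heterologous ssDNA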
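Assay system: Human Rad51 nucleoprotein filaments preassembled on unlabelled ssDNA | Reagent: Donor/quencher-labelled 47-bp dsDNA substrate | Doses: One concentration, 10 µM final | Times: 37 °C 15-min filament assembly, 30-min compound preincubation, 15-min exchange | Technique: Fluorescein emission 520 nm, excitation 485 nm | Benchmarks: Plate control and blank wells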
The depositor's hits bear a star; / = not tested or not shown; [ ] = dose if it differs, or a comment.

SMILES	hK5 inh	Mdm2 ligase inh	14-3-3 Bad inh	FXIIa inh	FXIa inh	Wee1 stabilizer	eIF4E 4G PPI	p97 ATPase inh	Rad51 HR inh
O=C1Cc2ccccc2C(=O)N1OCc1ccc(Cl)cc1	-12.3	-13.4	-6.4	3.8	-5.5	-0.6	-2.6	-3.2	-1.8
O=C(c1ccccc1)N1CCN(C(=O)c2ccc3c(c2)OCCO3)CC1	-1.7	-3.2	-19.5	9.6	3.5	1.6	-1.3	5.4	2.7
CC(NC(=O)C12CC3(C)CC(C)(CC(C)(C3)C1)C2)C(=O)O (stereo not drawn)	-6.4	-10.9	-10.7	2.2	-1.9	-0.4	0.1	2.6	15.2
CC1CCc2nc(NC(=O)c3ccco3)sc2C1 (stereo not drawn)	8.1	-92.2	-16.2	3.0	2.6	0.3	0.1	0.1	-5.0
Cc1cc(C)cc(-n2ccnc2SCC(=O)Nc2nccs2)c1	3.2	-5.5	5.9[fluorescence artefact?]	11.2	-2.2	-1.9	-0.4	-4.0	1.5
NC(=O)c1cc2ccc(O)cc2oc1=NCc1ccccc1	-2.6	-19.3	2.8	-2.0	-2.6	-0.1	3.0	3.8	-2.2
O=C(O)c1cc(/C=C/c2ccc(N3CCOCC3)cc2)nc2ccccc12	-4.5	-51.7	-10.6	3.0	-2.8	-3.8	-0.5	-22.5	-7.4
CCN(Cc1ccccc1)C(=O)COc1cc(=O)n(CC)c2ccccc12	0.2	-10.5	0.9	9.6	5.9	-2.2	-2.1	-2.5	-8.6
CCC1=Nc2cc(C(=O)NCc3ccco3)ccc2Sc2ccc(Cl)cc21	-7.0	-6.1	7.0	2.6	-0.2	6.5	10.4[fluorescence artefact?]	0.2	5.5
O=C(CCC1CCCCC1)NCc1cccs1	-2.9	-5.7	1.7	19.7	6.6	-0.1	1.4	-2.0	-5.1
COC(=O)C1CCN(S(C)(=O)=O)CC1	-14.2	-15.7	14.5	11.9	17.0	1.4	1.9[fluorescence artefact?]	-3.6	-0.4
COc1ccc(C)cc1S(=O)(=O)N1CCC(C(=O)NCCC2=CCCCC2)CC1	-16.4	-21.5	-5.3	4.8	-7.9	-2.5	0.2	-3.9	-1.0
NC(N)=Nc1nc2ccc(Br)cc2c(=O)[nH]1	3.5	-7.2	0.4	10.1	2.6	6.9	-3.4	0.2	3.6
OC1(c2cccs2)CN(c2ccc(Br)cc2)C2=[N+]1CCCS2 (stereo not drawn)	3.8	-11.4	1.5	6.5	3.4	5.4	-2.6	6.2	/
COc1ccc(CCNC(=O)c2cc3ccccn3n2)c(OC)c1OC	-4.3	-6.5	3.0	13.1	1.0	-1.0	-1.0[fluorescence artefact?]	-1.1	4.7
COCCNc1ncnc2c1cnn2-c1ccc(Cl)cc1	-4.5	-38.0	3.7	-18.5	-14.3	6.1	8.8	-3.9	3.0
CC12CCC(C(=O)NCCCn3ccnc3)(OC1=O)C2(C)C (stereo not drawn)	1.6	-0.2	2.0	2.5	-4.5	-2.0	1.6	-4.2	/
N/C(=N\OC(=O)c1cc(-c2ccccc2)nc2ccccc12)c1ccccn1	5.2	-4.0	-6.9	9.2	-4.6	-3.1	-3.0	0.6	0.4
Cc1cccc(N2CCN(S(=O)(=O)c3ccc4[nH]c(=O)c(=O)[nH]c4c3)CC2C)c1 (stereo not drawn)	7.7	-10.7	-10.5	4.8	-7.2	-2.7	5.5	1.0	/
O=C(CN1C(=O)C2CC=CCC2C1=O)Nc1ccc(S(=O)(=O)Nc2ncccn2)cc1 (stereo not drawn)	9.5	/	1.2	14.5	2.5	0.0	-14.5	5.7	7.4
Cc1nc(C)n(CC(=O)c2ccc(Cl)cc2Cl)n1	-4.6	-12.4	5.4	4.1	-3.1	-3.4	6.5	2.4	11.5
Cc1ccc(C(=O)N/C(=C\c2ccc(-c3ccc(Br)cc3)o2)C(=O)NC2CCS(=O)(=O)C2)cc1 (stereo not drawn)	-11.0	-9.5	-0.5	3.4	-1.4	-1.5	2.4[fluorescence artefact?]	2.0	-4.2
Cc1ccc(OCC(O)CN2CCN(CC(O)COC(C)C)CC2)c(C(C)(C)C)c1 (stereo not drawn)	-15.1	-3.3	-8.3	6.5	-2.2	0.0	-8.0	-12.1	-1.6
CCCc1[nH]n(-c2ccc(F)cc2)c(=O)c1C=Nc1ccc(C)cc1	-5.1	-29.5	-4.1	1.7	-5.0	-3.8	2.6	4.0	12.0
Cc1[nH]c2ccc(F)cc2c1CCN(Cc1ccncc1)C(=S)Nc1ccc(F)cc1	-6.2	-18.2	-14.9	7.0	-1.3	-3.6	-1.8	5.0	-1.7

One compound at a time (already shown). Order of screens: hK5 inh	Mdm2 ligase inh	14-3-3 Bad inh	FXIIa inh	FXIa inh	Wee1 stabilizer	eIF4E 4G PPI	p97 ATPase inh	Rad51 HR inh
Profile of O=C(c1ccccc1)N1CCN(C(=O)c2ccc3c(c2)OCCO3)CC1 = -1.7	-3.2	-19.5	9.6	3.5	1.6	-1.3	5.4	2.7
Profile of COc1ccc(CCNC(=O)c2cc3ccccn3n2)c(OC)c1OC = -4.3	-6.5	3.0	13.1	1.0	-1.0	-1.0[fluorescence artefact?]	-1.1	4.7
Profile of Cc1cccc(N2CCN(S(=O)(=O)c3ccc4[nH]c(=O)c(=O)[nH]c4c3)CC2C)c1 (stereo not drawn) = 7.7	-10.7	-10.5	4.8	-7.2	-2.7	5.5	1.0	/
Profile of N/C(=N\OC(=O)c1cc(-c2ccccc2)nc2ccccc12)c1ccccn1 = 5.2	-4.0	-6.9	9.2	-4.6	-3.1	-3.0	0.6	0.4

(continued)
SMILES	hK5 inh	Mdm2 ligase inh	14-3-3 Bad inh	FXIIa inh	FXIa inh	Wee1 stabilizer	eIF4E 4G PPI	p97 ATPase inh	Rad51 HR inh
CCN(CC)S(=O)(=O)c1ccc(N2CCOCC2)c(NC(=O)CC23CC4CC(CC(Br)(C4)C2)C3)c1	-9.4	-5.3	-7.5	4.6	2.9	4.6	7.3	-2.4	8.8
CN1c2ccccc2C(O)=C(C(=O)Nc2ccccc2)S1(=O)=O	-13.3	-14.9	22.1	20.7	5.2	0.7	2.1	-5.8	1.4
CNC(=O)/C(C#N)=c1\s/c(=C/C(=O)OC)c(=O)n1-c1ccccc1	-15.8	-11.5	-9.9	9.9	-0.2	0.1	8.8[fluorescence artefact?]	2.3	7.2
CCOC(=O)c1sc(NC(=O)CN2C(=O)NC3(CC(C)CC(C)(C)C3)C2=O)c(C(=O)OCC)c1C (stereo not drawn)	1.8	3.2	-7.3[fluorescence artefact?]	10.8	1.7	1.0	1.9[fluorescence artefact?]	3.3	9.8
O=C(COC(=O)c1ccc(O)cc1)NCc1ccc2c(c1)OCO2	-4.6	-22.3	-13.5	2.7	8.7	-2.8	-4.2	-3.1	14.7
Cc1cc(C#N)c(C)c(SCc2[nH]nc3c2C(c2ccccc2)C(C#N)=C(N)O3)n1 (stereo not drawn)	-6.9	15.4	0.9	11.0	7.5	2.9	-0.4	-6.0	-0.9
CC1CCN(C(=S)c2ccc3c(c2)OCO3)CC1	-10.7	-10.0	-11.4[fluorescence artefact?]	0.8	-0.2	-1.5	0.9[fluorescence artefact?]	2.6	-5.0
O=C(COC(=O)CSc1nnc(-c2ccc(Cl)cc2)o1)NCc1ccc2c(c1)OCO2	-5.2	5.8	-1.9	0.9	-1.8	0.2	-6.3[fluorescence artefact?]	0.8	5.7
COc1cc(OC)cc(C(=O)NCCSCc2ccco2)c1	-1.1	-15.9	4.9[fluorescence artefact?]	9.7	0.3	-1.2	-1.9	2.6	2.0
Cc1ccc(Nc2ncnc3c2oc2ccccc23)cc1	-16.5	-9.1	71.6*	18.3	2.5	5.6	-4.6	3.6	/
COc1ccccc1C(=O)NNC(=S)NC(=O)c1cc(OC)c(OC)c(OC)c1	-11.3	-15.3	-17.1	6.0	3.9	0.3	-1.4	0.1	5.3
Cc1cccc(C)c1NCc1n[nH]c(=S)n1-c1ccccc1	0.8	-10.7	-13.2	7.6	-1.1	0.1	-4.3	2.2	4.5
O=C(CSc1ncnc2c1oc1ccccc12)c1cccs1	1.9	-17.3	-36.7[fluorescence artefact?]	29.9	1.9	-0.5	-46.1[fluorescence artefact?]	5.6	/
CCOc1ccc2nc(N3CCCN(C(=O)Nc4ccccc4C)CC3)c(C#N)cc2c1	-6.4	-19.1	-7.4	6.7	-0.7	-3.7	-4.3	6.4	-6.6
Cc1ccc(SCCNC(=O)C(CO)(CO)CO)cc1	1.9	-10.4	4.0	12.7	1.7	-0.1	-5.7	-3.0	-1.5
CSC1=N/C(=C\c2ccccc2F)C(=O)S1	-10.8	-9.0	-11.3	10.5	-3.8	-3.0	-6.5[fluorescence artefact?]	0.1	/
Cc1ccc(NC(=O)C(C)N=C2NS(=O)(=O)c3ccccc32)cc1 (stereo not drawn)	3.0	-0.4	-5.5	2.5	-4.2	-0.1	0.6	2.1	-1.3
O=C1/C(=C/c2ccc(F)cc2)Oc2cc(OC(=O)N3CCOCC3)ccc21	-1.0	-1.2	-2.1	11.6	3.5	6.0	-3.4	1.1	22.9
Cc1nc(SCC(=O)N2CCc3ccccc32)n[nH]1	-20.3	-4.0	-5.6[fluorescence artefact?]	1.5	-6.1	0.3	-1.4	6.2	-5.2
O=C(NCc1ccc(F)cc1)C1CCN(S(=O)(=O)N2CCC3(CC2)OCCO3)CC1	3.2	4.8	5.7	13.1	6.3	-2.4	0.2	-5.9	1.2
Cn1cc(CNCc2cnc3ccccn23)c(-c2ccc(Oc3ccccc3)cc2)n1	-0.4	4.6	-8.9	4.8	-2.4	2.3	0.7	0.0	-8.0
Cc1cc(C)nc(N/N=C/c2ccccc2OCc2ccccc2)n1	-16.9	5.6	11.6	19.1	11.7	2.0	0.2[fluorescence artefact?]	1.1	-1.3
O=C(NC(Nc1nc2ccc([N+](=O)[O-])cc2s1)(C(F)(F)F)C(F)(F)F)c1ccccc1Cl	-2.9	-59.8	9.3[fluorescence artefact?]	11.7	3.4	0.0	5.0[fluorescence artefact?]	10.7	-32.6
CCN1CCN(CCNC(=O)c2ccc(CS(=O)(=O)c3ccccc3C)o2)CC1	4.6	-7.5	-1.9	9.0	-6.4	-2.3	-15.5	-1.4	-5.5
CC(C)(C)NS(=O)(=O)c1ccc(OCC(=O)NCCC2=CCCCC2)cc1	-24.6	-19.6	66.9	-6.5	-1.7	4.8	-6.6	-2.6	-8.3
O=C(O)CCc1ccc(-c2cccs2)n1CCc1ccccc1	/	-1.4	-14.9	6.1	-0.3	-1.8	2.0	-2.7	9.2
COc1ccc(-c2nnc3ccc(SCC(=O)Nc4cc(C)on4)nn23)cc1	2.3	-6.8	-14.8	9.6	1.6	0.7	2.2	-0.4	3.4

A draw from above in order of length of the SMILES, falling.
SMILES	hK5 inh	Mdm2 ligase inh	14-3-3 Bad inh	FXIIa inh	FXIa inh	Wee1 stabilizer	eIF4E 4G PPI	p97 ATPase inh	Rad51 HR inh
Cc1cccc(N2CCN(S(=O)(=O)c3ccc4[nH]c(=O)c(=O)[nH]c4c3)CC2C)c1 (stereo not drawn)	7.7	-10.7	-10.5	4.8	-7.2	-2.7	5.5	1.0	/
CCN(Cc1ccccc1)C(=O)COc1cc(=O)n(CC)c2ccccc12	0.2	-10.5	0.9	9.6	5.9	-2.2	-2.1	-2.5	-8.6
CSC1=N/C(=C\c2ccccc2F)C(=O)S1	-10.8	-9.0	-11.3	10.5	-3.8	-3.0	-6.5[fluorescence artefact?]	0.1	/
